From PubChem BioAssay
PNC assembly inh: perinucleolar compartment assembly inhibition; PC3M PTB-GFP, PNC prevalence imaging, 16 h; active compounds read low; activity change (PNC), negative = inhibition, % at 10 µM; hit rate 3.1% among 140,000; AID 2417;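 active = readout at or below -70, meaning at least 70% loss of cells showing the perinucleolar compartment, a nuclear body marking cancer cells; inconclusive = readout between -30 and a set limit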;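 note: plate controls were DMSO wells for no effect and camptothecin positive control wells for full effect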
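Read-out is percentage of cells bearing a perinucleolar compartment, from automated 20x imaging of fixed, Hoechst-stained PC3M PTB-GFP cells. Cells were seeded 4 h, then exposed 16 h to compound (23 nl of library stock) in duplicate plates.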
IMPase inh: IMPase inhibition in cells; 120,000 tested, under 10 active; inhibition (IP1 accumulation), % at 46.1 µM; P97697; CHO-M1 cells, IP1 accumulation, HTRF TR-FRET ratio; active = well fitted curve in the direction sought with a large enough effect in the signal ratio, not every such curve was filed as active; inconclusive = small, poorly fitted or top-dose-only effect, or a change in a side signal; inactive = no such curve, though single readings can be large or run the other way; the % refers to the signal ratio;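 note: cells stimulated with carbachol in lithium chloride buffer; plate controls were DMSO basal wells for no effect and reference inhibitor wells for full effect; higher means more IMPase inhibition seen as more IP1 and lower FRET ratio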
Target sequence (P97697 whole entry, looked up): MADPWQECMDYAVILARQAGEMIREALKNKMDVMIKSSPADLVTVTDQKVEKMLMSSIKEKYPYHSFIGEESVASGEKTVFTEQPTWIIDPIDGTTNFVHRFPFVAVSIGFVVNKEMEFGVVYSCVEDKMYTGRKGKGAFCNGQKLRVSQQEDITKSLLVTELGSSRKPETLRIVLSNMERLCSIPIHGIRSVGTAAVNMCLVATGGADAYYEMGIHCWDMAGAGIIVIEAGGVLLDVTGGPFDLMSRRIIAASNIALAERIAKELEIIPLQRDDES
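Seeded CHO-M1 cells were dosed with compound at up to 46 uM, stimulated with carbachol for 30 min, then lysed in IP-One detection reagents. Higher IP1 lowers the TR-FRET signal.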
15-hLO-2 inh: 15-hLO-2 (ALOX15B) enzyme inhibition | O15296 | purified 15hLO-2, xylenol orange hydroperoxide absorbance | Potency, µM (top dose mostly 57.1 µM), inactives show at the highest dose activity change, negative = inhibition, usual class: inhibitors | hit rate 0.56% among 110,000; note: potency is the fitted concentration of half-maximal effect; nearly all actives have a fitted effect of over 60% in size; many of its hits are not listed in these tables
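Read-out: hydroperoxide product oxidises ferrous iron, measured as xylenol orange complex via the 573-to-405 nm absorbance ratio after 30 min. Reaction: 50 nM enzyme, 15 min compound preincubation, 45 uM arachidonic acid, 90 min RT, Hepes pH 7.5 with Triton X-100.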
ALOX12 inhib: blocks human 12-lipoxygenase activity | P18054 | purified 12-hLO, xylenol orange hydroperoxide absorbance | Potency, µM (titrated, usually from 57.1 µM), for the others: top-dose activity change, negative = inhibition, hits mostly inhibitors | hit rate 0.12% among 150,000 | AID 1452; note: potency is the fitted concentration of half-maximal effect; nearly all actives have a fitted effect of over 55% in size; many of its hits are not listed in these tables
Target sequence (P18054 whole entry, looked up): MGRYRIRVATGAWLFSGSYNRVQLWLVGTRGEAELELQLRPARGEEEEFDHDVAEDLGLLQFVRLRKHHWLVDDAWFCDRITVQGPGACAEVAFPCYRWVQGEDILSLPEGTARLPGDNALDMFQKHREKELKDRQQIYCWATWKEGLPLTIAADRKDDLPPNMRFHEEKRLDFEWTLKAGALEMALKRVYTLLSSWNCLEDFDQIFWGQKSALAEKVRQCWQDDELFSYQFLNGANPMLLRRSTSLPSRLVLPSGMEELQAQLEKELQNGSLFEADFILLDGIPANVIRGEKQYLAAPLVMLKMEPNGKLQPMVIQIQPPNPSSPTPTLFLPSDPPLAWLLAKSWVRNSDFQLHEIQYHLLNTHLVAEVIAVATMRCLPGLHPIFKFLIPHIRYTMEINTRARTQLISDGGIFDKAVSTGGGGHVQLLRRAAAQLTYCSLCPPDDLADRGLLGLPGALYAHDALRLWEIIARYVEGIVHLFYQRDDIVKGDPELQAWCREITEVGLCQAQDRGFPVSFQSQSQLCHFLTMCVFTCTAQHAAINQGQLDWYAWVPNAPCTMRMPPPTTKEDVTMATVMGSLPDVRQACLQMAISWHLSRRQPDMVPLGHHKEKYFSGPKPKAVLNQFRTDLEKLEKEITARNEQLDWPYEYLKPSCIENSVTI
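150 nM 12hLO, 25 mM Hepes pH 7.0 + 0.01% Triton X-100; cpd preinc 15 min RT; 40 uM arachidonic acid, 30 min RT; Fe-XO 30 min; A573/A405 ratio as read-out.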
An asterisk follows results filed as active; ? = inconclusive; · = no result given; [ ] = another dose, or the depositor's remark. Unless noted, calls come from the whole dose curve; as a rule, active = well fitted curve in the direction sought with a large enough effect; inconclusive = small, poorly fitted or top-dose-only effect, or another doubt; inactive = no such curve, though single readings can be large; an effect the other way counts as inactive or inconclusive. Unless noted, % is set by controls: 0 for no effect and ±100 for the full control effect.

SMILES	PNC assembly inh	IMPase inh	15-hLO-2 inh	ALOX12 inhib
COC(CNC(=O)C1CCCCC1C(=O)O)OC (stereo not given)	-14	·	·	2%
CCn1c(SCC(=O)Nc2cccc(OC)c2)nnc1-c1ccc(Cl)cc1	?	0	-7%	-4%
Cc1ccc(NC(=O)CN(C)C(=O)CCC(=O)c2cccs2)cc1	1	14	·	-3%
O=[N+]([O-])c1cc(S(=O)(=O)C(F)(F)F)ccc1Sc1nc2ccccc2[nH]1	32	9	14%	4%
CC(=O)NC(NC(C)=O)c1ccc(Br)cc1	36	2	2%	-5%
CC(OC(=O)Cc1coc2cc3c(cc12)CCC3)C(=O)NCc1ccc2c(c1)OCO2 (stereo not given)	-29	11	7%	-7%
CCCOc1cccc(C(=O)NC(=S)Nc2cccc(NC(=O)c3ccccc3Cl)c2)c1	?	·	·	-5%
CC(C)(C)C1CCc2c(sc(NC(=O)c3ccco3)c2C(N)=O)C1 (stereo not given)	-20	?	·	3%
COc1cc(OC)c2c(c1)C(=O)OC2	25	·	·	-3%
COc1ccc(CCN(Cc2cccs2)S(=O)(=O)c2ccc(S(=O)(=O)N3CCC(C)CC3)cc2)cc1OC	36	·	·	0%
O=C(NCCc1ccccc1)/C(=C/c1ccco1)c1ccccc1	44	·	·	-5%
N=C(N)SCc1cc(Cl)cc(Cl)c1O	·	·	-1%[11.4 µM]	-10%[11.4 µM]
COc1ccc(NC(=O)CCC(=O)c2ccc(-c3ccccc3)cc2)cc1	?	-15	-17%	1%
COc1ccc(S(=O)(=O)NCc2ccc(C)cc2)cc1	19	3	-4%	-2%
O=C(Cc1ccc(Cl)cc1)Nc1ccc(N2CCN(C(=O)c3ccco3)CC2)c(Cl)c1	-1	9	-16%	-9%
c1ccc(-c2nnc(SCc3nc4ccccc4[nH]3)n2Cc2ccco2)nc1	?	4	12%	-4%
CCOC(=O)c1sc(NC(=O)CSc2ccccn2)c(C#N)c1C	18	6	-8%	-6%
CCOC(=O)c1sc(NC(=O)CCN2C(=O)c3cccc([N+](=O)[O-])c3C2=O)c(C(=O)OCC)c1C	33	9	-3%	3%
O=C(Cc1coc(-c2ccc(F)cc2)n1)Nc1ccccc1	12	2	1%	-9%
Fc1ccc(-n2c(-c3cccs3)nc3nc4ccccc4nc32)cc1	-28	1	·	-1%
COc1ccc(S(=O)(=O)N2CCC(=O)N2)cc1	37	4	8%	2%
Cc1c(Cl)cccc1NC(=O)CSc1nc2c(c(=O)[nH]1)CCCC2	5	·	·	-5%
COc1ccc(CN(Cc2ccccn2)C(=O)CN2C(=O)C(C)Oc3ccccc32)cc1 (stereo not given)	?	?	8%	-5%
N=c1c2c(-c3ccccc3)c(-c3ccccc3)oc2ncn1CCN1CCOCC1	?	10	38%[activator]	-15%
COc1ccc(S(=O)(=O)N2CCCCCC2)cc1N(C)S(=O)(=O)c1ccc(Cl)cc1	-29	14	-5%	2%
Cc1ccc2occ(/C=C/C(=O)O)c(=O)c2c1	47	1	-8%	-2%
O=C(CSCc1cccc(CSCC(=O)Nc2ccc3ccccc3c2)n1)Nc1ccc2ccccc2c1	23	1	2%	8%
Cc1ncoc1C(=O)NCc1ccccc1Cl	?	2	-7%	-3%
CC(C)(C)NC(=O)COc1ccc(CNc2ccc3[nH]c(=O)[nH]c3c2)cc1	11	6	4%	1%
COc1ccc(-c2cc(C3CC3)nc(SCC(=O)c3cccs3)c2C#N)cc1	?	-3	·	-1%
CCOC(=O)c1sc(NC(=O)CN2CCCC2)c(C(=O)OCC)c1C	?	3	17%	-1%
O=C(Cc1ccccc1F)Nc1nc(-c2cccs2)cs1	21	11	-1%	-14%
CC1C=CC(C)C(C(=O)O)C1C(=O)O (stereo not given)	13	-3	1%	-3%
CN(C)N1C(N)=C(C#N)C(c2cccnc2)C2=C1CCCC2=O (stereo not given)	25	·	·	2%
Cc1ccc2nc(-c3ccc(NC(=O)Cc4cccs4)cc3)[nH]c2c1	24	8	1%	6%
O=C(Nc1cccc(-c2cc3ccccc3oc2=O)c1)c1ccc(Br)o1	-17	-17	·	-2%
Cc1nnc(C)n1/N=C/c1ccc(C(=O)O)cc1	11	0	7%	4%
COc1cc(C(=O)CSc2nnc(-c3ccc(O)cc3)n2CC2CCCO2)ccc1NC(C)=O (stereo not given)	?	8	2%	-6%
Fc1ccc(-c2csc3[n+]2CCS3)cc1	-5	11	·	3%
COc1ccc(-c2cc(C3CCN(c4ccc(C(C)=O)cc4[N+](=O)[O-])CC3)[nH]n2)cc1	34	6	33%[activator]	0%

Full records as entered above. Screens in order: PNC assembly inh	IMPase inh	15-hLO-2 inh	ALOX12 inhib
Record of O=C(CSCc1cccc(CSCC(=O)Nc2ccc3ccccc3c2)n1)Nc1ccc2ccccc2c1 = 23	1	2%	8%
Record of CN(C)N1C(N)=C(C#N)C(c2cccnc2)C2=C1CCCC2=O (stereo not given) = 25	·	·	2%
Record of Fc1ccc(-c2csc3[n+]2CCS3)cc1 = -5	11	·	3%
Record of COc1ccc(S(=O)(=O)N2CCC(=O)N2)cc1 = 37	4	8%	2%
Record of CC1C=CC(C)C(C(=O)O)C1C(=O)O (stereo not given) = 13	-3	1%	-3%

The list continues.
SMILES	PNC assembly inh	IMPase inh	15-hLO-2 inh	ALOX12 inhib
c1ccc(CN2CCN(c3ncnc4c3[nH]c3ccccc34)CC2)cc1	88	17	90%[activator]	3%
Nc1nc(-c2ccc(Br)cc2)cc(C(F)(F)F)n1	28	4	0%	-4%
COc1ccc(C(=O)COC(=O)CN2CC(=O)Oc3ccccc32)cc1Br	16	1	14%	?
Cc1nonc1NC(=O)CSc1nc2cc(Cl)ccc2c2c1CCCC2	-9	?	-2%	-10%
O=C(COc1ccc(C(=O)c2ccc(F)cc2)cc1)NCc1ccc(F)cc1	8	11	·	-4%
COC(=O)c1ccc(/C=N\N2CCN(Cc3ccc(C)cc3)CC2)cc1	64	-22	19%	0%
COc1ccc(NC(=O)N2CCCC3(CCN(C(=O)c4cnccn4)CC3)C2)cc1	·	·	12%	1%
COc1ccc(CCNC(=O)CCN2C(=O)COc3ccccc32)cc1OC	3	-1	1%	-1%
CCN(CC)S(=O)(=O)c1ccc2[nH]cc(C(=O)NCCc3ccc(OC)c(OC)c3)c(=O)c2c1	1	3	-1%	0%
Cc1c(Cl)cccc1NC(=S)NCC(C)C	33	·	·	-4%
Cc1ccc(SCC(=O)N2c3ccccc3Sc3ccccc32)cc1	13	14	-19%	-5%
CCN(CC)S(=O)(=O)c1cc(NC(=O)C(C)OC(=O)c2[nH]c(C)c(C(C)=O)c2C)ccc1C (stereo not given)	128	·	·	-5%
Cc1ccc(OCC(=O)NN2C(=O)c3ccccc3C2=O)c(C)c1	19	-3[1.84 µM]	4%[11.4 µM]	0%
CN(C)S(=O)(=O)c1cccc(-c2nnc(-c3ccccc3)o2)c1	7	0	7%	-5%
COC(=O)[C@H](CCSC)NC(=O)N1CCN(c2cccc(C(F)(F)F)c2)CC1	12	6	-3%	-6%
CCN(CC)CCCNC(=O)c1nn(-c2cccc(OC)c2)c(=O)c2ccccc12	-26	-5	7%	-1%
Cc1cc(NC(=O)c2ccco2)no1	60	0	-3%	1%
COc1cccc(/C=N/Nc2ncnc3scc(-c4ccccc4)c23)c1OC	12	1	20%	-1%
O=c1[nH]c2c(cc1CNCCN1CCOCC1)c(-c1cccc(F)c1)nn2-c1ccccc1	-14	8	35%[activator]	-6%
CN(C)CCCNc1cc(O)c2c(c1O)C(=O)c1ccccc1C2=O	·	·	7%[11.4 µM]	-13%[11.4 µM]

2 of the compounds above, bar-delimited.
molecule | PNC assembly inh | IMPase inh | 15-hLO-2 inh | ALOX12 inhib
O=C(COc1ccc(C(=O)c2ccc(F)cc2)cc1)NCc1ccc(F)cc1 | 8 | 11 | · | -4%
COC(=O)c1ccc(/C=N\N2CCN(Cc3ccc(C)cc3)CC2)cc1 | 64 | -22 | 19% | 0%

(next part)
SMILES	PNC assembly inh	IMPase inh	15-hLO-2 inh	ALOX12 inhib
COc1cccc(-c2noc(Cn3nc(C)c([N+](=O)[O-])c3C)n2)c1	13	2	-10%	-18%
COc1ccc(C(NC(=O)/C=C/c2ccco2)c2ccc(OC)cc2)cc1	-29	0	·	-1%
CCn1c(-c2cccnc2Cl)nc2cc(Cl)c(Cl)cc21	8	12	13%	-4%
CCOc1ccccc1NC(=O)CSc1nnc(-c2ccco2)n1Cc1ccco1	-23	4	1%	-8%
COc1ccc(N2CCN(C(CNC(=O)C(=O)NCCc3c[nH]c4ccccc34)c3ccco3)CC2)cc1 (stereo not given)	16	·	·	-1%
COc1ccc(NC(=O)CC2(Cc3ccccc3)CCOC(C)(C)C2)cc1 (stereo not given)	-13	·	·	1%
CS(=O)(=O)N1CCC(C(=O)Nc2ccc3c(c2)OCO3)CC1	16	2	0%	2%
C[C@@]12C[C@H](O)[C@@H]3[C@H](CCC4=CC(=O)CC[C@]43C)[C@H]1CC[C@@H]2c1csc(-c2ccccc2)n1	·	·	0%[11.4 µM]	4%[11.4 µM]
CCn1cc([N+](=O)[O-])c(C(=O)N2N=C(c3ccc(O)c(OC)c3)CC2c2ccccc2O)n1 (stereo not given)	-2	·	·	-10%
Cc1cccc(NC(=S)NNC(=O)CCn2nc(C)c([N+](=O)[O-])c2C)c1	?	-8	·	1%
O=C(CCCSc1nc2ccccc2s1)Nc1nccs1	15	9	57%[activator]	10%
CC(C)c1ccc(Oc2cccc(C(=O)/C(C#N)=C/N(C)C)c2)cc1	19	5	4%	-2%
COc1ccc(C)cc1NC(=O)CNc1ccc(C(C)=O)cc1	-6	·	·	-3%
Cc1nnc(NC(=O)NC(C)N2C(=O)C3C4C=CC(C4)C3C2=O)s1 (stereo not given)	-29	7	-7%	-4%
CCOC(=O)C1CCN(C(=O)Nc2ccccc2Cl)CC1	6	2	-4%	1%
N#CCCn1nc(-c2ccccc2)cc1Nc1ccccc1NC(=O)C(F)(F)F	22	-4	·	-5%
c1ccc(Sc2cnc3ccccc3n2)cc1	-13	?	3%	-2%
CN1CCN(CCC(=O)Nc2ccc3c(c2)OCO3)CC1	88	-4	·	-3%
O=C(Nc1ccc2nc[nH]c2c1)c1ccco1	-5	1	11%	-2%
COCCn1nnnc1CN1CCC(O)(c2cccc(C(F)(F)F)c2)CC1	16	-4	-3%	-2%
Cc1ccc(C(=O)Nc2c(C)n(C)n(-c3ccccc3)c2=O)cc1S(=O)(=O)N1CCOCC1	26	1	14%	0%
O=C(CCN1C(=O)c2ccccc2C1=O)NCc1ccncc1	-12	18	-4%	4%
Cc1sc(NC(=O)Cn2c(=O)oc3ccccc32)nc1-c1ccc(Cl)cc1	15	·	·	-3%
CC/C(=N\N=C1\SC(C)C(=O)N1Cc1ccco1)c1ccccc1 (stereo not given)	15	·	·	7%
CSC(=Nc1cccc(C)c1)NC#N	4	·	·	6%
COc1ccc(OC)c(S(=O)(=O)N(C)CC(=O)N2CCN(c3ccccc3)CC2)c1	-18	-1	5%	-9%
NC(=O)CC1NC(=O)c2ccccc21 (stereo not given)	?	1	-6%	7%
CCOC(=O)c1c(C)oc2c(F)c(F)c(F)c(F)c2c1=O	-17	-14	6%	0%
O=C(CN1C2CCC1CC(NC(=O)Nc1ccccc1)C2)NCc1ccco1 (stereo not given)	7	-1	13%	-1%
CC(C)CN(C(=O)CN1CCN(c2ccccc2O)CC1)c1c(N)n(CC(C)C)c(=O)[nH]c1=O	-86*	·	·	-2%
CC(=O)c1cc2c(cc1NS(=O)(=O)c1ccc(C)cc1)OCO2	6	8	-2%	3%
CCOC(=O)CNC(=O)Nc1cccc(Cl)c1C	?	7	-6%	3%
O=S(=O)(c1cc(F)cc(F)c1)N1CCN(c2ncccn2)CC1	-2	6	1%	-1%
c1ccc(CC2CCN(C(c3cccs3)c3nnnn3C3CCCC3)CC2)cc1 (stereo not given)	37	9	7%	-6%
CCCC1CCc2c(sc(N)c2C(N)=O)C1 (stereo not given)	-13	10	?	-25%

These rows are one share of the data; the hit share may differ from the screen's.
